G9a inh: blocks human histone lysine methyltransferase G9a | 8.8% of 350,000 active | G9a H3K9 monomethylation, AlphaScreen, 2 h | Q96KQ7 | AID 504332 | Potency, µM (doses to about 102 µM), for the others: at the top dose activity, negative = inhibition, actives largely listed as inhibitors; note: % is set by controls: 0 for no effect and ±100 for the full control effect; nearly all actives have a fitted effect of over 75% in size
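AlphaScreen detection with an anti-monomethyl H3K9 antibody quantified product after a 2 h room-temperature reaction containing 500 nM biotinylated H3K9 peptide, 20 µM SAM and 20 nM enzyme, which had been preincubated 15 min with compound.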
Pol beta inh: blocks human DNA polymerase beta activity | P06746 | Pol beta primer extension/strand displacement, fluorescence kinetic | Potency, µM (top dose mostly 114 µM), for inactives: at the top dose activity change, negative = inhibition, most hits filed as inhibitors | 1.3% of 340,000 active | AID 485314; note: % is set by controls: 0 for no effect and ±100 for the full control effect
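Human Pol beta at 10 nM; strand-displacement substrate 50 nM final. Compound exposure 15 min at room temperature before start, reaction 10 min at room temperature.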
APEX1 inh: inhibitors of human APE1 endonuclease | Potency, µM (series often up to 65.8 µM), inactives show at the top dose activity change, negative = inhibition, usual class: inhibitors | AID 2517 | recombinant APE1, TAMRA/BHQ-2 abasic DNA cleavage fluorescence | 0.35% of 350,000 active;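 note: plate controls were vehicle for no effect and reference inhibitor for full effect; nearly all actives have a fitted effect of over 55% in size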
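Step 1: APE1 (0.75 nM) with compound, 15 min RT. Step 2: add 50 nM fluorophore/quencher THF duplex. Step 3: three fluorescence reads 60 s apart (525/598 nm); read 3 minus read 1 = reaction progress.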
JMJD2A Tudor: inhibitors of human JMJD2A Tudor domain. O75164. AlphaScreen JMJD2A-Tudor / H3K4me3 peptide binding. Potency, µM (top dose mostly 114 µM), inactives show top-dose activity change, negative = inhibition, actives largely listed as inhibitors. 4.4% of 390,000 active. AID 504339; note: % is set by controls: 0 for no effect and ±100 for the full control effect; nearly all actives have a fitted effect of over 50% in size
Target sequence (O75164 whole entry, looked up, the tested form may be a part): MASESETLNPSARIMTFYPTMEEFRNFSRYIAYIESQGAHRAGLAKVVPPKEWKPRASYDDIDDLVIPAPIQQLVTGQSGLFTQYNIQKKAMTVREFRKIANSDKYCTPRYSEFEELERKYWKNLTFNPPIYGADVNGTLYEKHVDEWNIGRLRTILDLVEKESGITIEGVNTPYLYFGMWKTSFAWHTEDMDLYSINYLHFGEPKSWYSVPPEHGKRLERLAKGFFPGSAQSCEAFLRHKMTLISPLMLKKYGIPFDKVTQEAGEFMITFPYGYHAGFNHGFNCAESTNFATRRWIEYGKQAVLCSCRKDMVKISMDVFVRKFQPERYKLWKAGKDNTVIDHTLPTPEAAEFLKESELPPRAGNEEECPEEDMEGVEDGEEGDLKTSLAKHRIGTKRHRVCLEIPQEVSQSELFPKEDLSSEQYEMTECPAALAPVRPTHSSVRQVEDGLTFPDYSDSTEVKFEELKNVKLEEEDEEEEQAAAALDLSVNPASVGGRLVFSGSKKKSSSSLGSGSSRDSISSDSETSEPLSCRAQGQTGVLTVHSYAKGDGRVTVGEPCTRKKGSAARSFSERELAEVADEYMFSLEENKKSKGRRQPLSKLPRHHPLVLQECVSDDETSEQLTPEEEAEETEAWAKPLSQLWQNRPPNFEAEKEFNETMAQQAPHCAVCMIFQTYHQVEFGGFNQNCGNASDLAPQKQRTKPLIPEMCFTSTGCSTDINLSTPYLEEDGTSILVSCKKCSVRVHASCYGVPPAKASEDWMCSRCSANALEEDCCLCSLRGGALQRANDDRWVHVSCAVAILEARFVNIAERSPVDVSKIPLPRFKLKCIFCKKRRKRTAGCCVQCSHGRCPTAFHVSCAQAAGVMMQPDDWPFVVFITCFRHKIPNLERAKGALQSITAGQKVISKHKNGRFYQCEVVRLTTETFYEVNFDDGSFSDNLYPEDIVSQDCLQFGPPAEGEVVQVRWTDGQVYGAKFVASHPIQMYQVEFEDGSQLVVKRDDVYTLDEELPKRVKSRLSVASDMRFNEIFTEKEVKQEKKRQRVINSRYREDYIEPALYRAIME
POLI inh: inhibitors of human DNA polymerase iota; Q9UNA4; 1% of 390,000 active; Potency, µM (doses to about 115 µM), without a hit: top-dose activity, negative = inhibition, usual class: inhibitors; AID 588590; Pol iota fluorescent replication assay, 10 min
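Pol iota at 10 nM preincubated 15 min with compounds at room temperature; reaction started with fluorescent substrate, 50 nM final. Fluorescence read kinetically at 0 and 10 min; buffer-only wells as negative control.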
BLM inh: Bloom syndrome helicase (human) inhibition | recombinant BLM DNA unwinding, fluorescence dequenching | Potency, µM (doses to about 56.1 µM), inactives show at the highest dose activity change, negative = inhibition, usual class: inhibitors | P54132 | 0.2% of 350,000 active;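 note: plate controls were vehicle for no effect and no enzyme for full effect; nearly all actives have a fitted effect of over 35% in size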
BAZ2B inh: BAZ2B (human) inhibition | Q9UIF8 | AlphaScreen BAZ2B-H3K14Ac peptide displacement | Potency, µM (highest dose often 114 µM), for inactives: at the highest dose activity change, negative = inhibition, most hits filed as inhibitors | 4.4% of 360,000 active; note: % is set by controls: 0 for no effect and ±100 for the full control effect; nearly all actives have a fitted effect of over 60% in size
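In this displacement format the biotinylated H3(5-23) peptide acetylated at Lys14 serves as ligand at 50 nM, with BAZ2B at 50 nM in PBS pH 7.4 containing 0.01% Tween-20. Donor and acceptor beads are 10 ug/mL final.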
Pol eta inh: DNA polymerase eta (human) inhibition | 1.2% of 390,000 active | Potency, µM (doses to about 114 µM), for inactives: at the highest dose activity change, negative = inhibition, actives largely listed as inhibitors | AID 588591 | recombinant Pol eta, fluorescent DNA replication assay; note: % is set by controls: 0 for no effect and ±100 for the full control effect
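Pol eta (10 nM) was preincubated with compounds for 15 min at room temperature, after which fluorescent replication substrate (50 nM final) was added to start the reaction. Fluorescence was read kinetically at 0 and 10 min.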
Pol kappa inh: inhibitors of human DNA polymerase kappa | Potency, µM (doses to about 107 µM), inactives show at the highest dose activity, negative = inhibition, usual class: inhibitors | 0.53% of 400,000 active | AID 588579 | purified Pol kappa, fluorescent DNA synthesis assay, 10 min | Q9UBT6; note: % is set by controls: 0 for no effect and ±100 for the full control effect
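Fluorescent qHTS in 1536-well format: enzyme (10 nM) and compound sat 15 min at room temperature before 50 nM substrate (final) was added. Signal taken at 0 and 10 min; no-enzyme buffer wells were negative controls.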
An asterisk follows results filed as active; u = inconclusive; x = not tested or not shown; & = joins results of further samples; [ ] = another dose, or the depositor's remark. Calls come from the whole dose curve; as a rule, active = well fitted curve in the direction sought with a large enough effect; inconclusive = small, poorly fitted or top-dose-only effect, or another doubt; inactive = no such curve, though single readings can be large; an effect the other way counts as inactive or inconclusive. Potency is the fitted concentration of half-maximal effect.

SMILES | G9a inh | Pol beta inh | APEX1 inh | JMJD2A Tudor | POLI inh | BLM inh | BAZ2B inh | Pol eta inh | Pol kappa inh
CC(C)c1ccc(NC(=O)c2csnn2)cc1 | -14%[12.7 µM] | u | 0% | -16% | 24% | -8% | -27% | -12% | -3%
C/C(=N\NC(=O)c1csc(C)c1C)c1ccco1 | 3%[59 µM] | 1% | -4% | -10% | 36%[activator] | 0% | -1% | -14% | 2%
CCc1ccc(NC(=O)C(C)OC(=O)CC(NC(C)=O)c2ccccc2)cc1 (stereo not given) | -48% | 2% | 17% | -4% | -6% | 1% | 0% | -5% | 2%
Cc1ccc2c(c1)c1c(n2CC(O)Cn2c(C)nc3ccccc32)CCCC1 (stereo not given) | -24% | 1% | 15% | u | -10% | -4% | 9% | -7% | -16%
Cc1cc(C)n2nc(NCc3ccccc3)nc2n1 | 12%[59 µM] | 26% | -1% | 0% | 21% | 1% | u | -16% | -17%
Cc1cccc(-n2cc3c(=O)n(C)c(=O)n(C)c3c2)c1 | x | -2% | 12% | -17% | 6% | -1% | u | 3% | 6%
Clc1cccc(Cl)c1-c1nnc2ccc(N3CCOCC3)nn12 | u | -1% | -11% | -4% | 9% | 3% | 9% | -2% | -23%
Cc1ccc(NC(=O)Nc2sc3nc4n(c(=O)c3c2C)CCC(C)CC4)c(Cl)c1 (stereo not given) | 32%[59 µM] | 25% | x | -6% | 28% | -2% | 18% | -21% | 10%
Cc1ccc(-c2cc(C(F)F)n3ncc(C(=O)N4CCc5ccccc5C4)c3n2)cc1 | 5% | 12% | 0% | 24% | 8% | -2% | -2% | -16% | 5%
CC(=O)N1N=C(c2ccc(Cl)cc2)OC12CCCC2 | 67%[activator][59 µM] | -21% | 0% | 2% | -14% | -4% | 5% | -3% | -10%
Cn1c(SCc2nc3ccccc3[nH]2)nnc1-c1cnccn1 | 5% | -1% | -3% | -21% | -1% | 1% | 10% | -4% | -13%
CCOC(=O)C(=CNc1cc(C(F)(F)F)ccc1N1CCOCC1)C(=O)OCC | -27%[59 µM] | u | 3% | 6% | 0% | -9% | 10% | -2% | 10%
O=[N+]([O-])c1ccc(OCCN2CCCCCC2)cc1 | 32µM* | 86% | -1% | 2.8µM* | 15% | 15% | 50µM* | -15% | -1%
Cc1ccc(C(=O)c2cn(Cc3ccc(F)cc3)c3nc(C)ccc3c2=O)cc1 | -41%[59 µM] | 1% | x | -10% | 79µM* | -3% | 3% | -9% | -16%
CCOc1ccc(C(=O)NC2CC(=O)N(c3ccc4c(c3)OCCO4)C2)cc1 (stereo not given) | 22%[59 µM] | x | -9% | -14% | 24% | x | -5% | -15% | -1%
COc1cc([N+](=O)[O-])ccc1-c1ccc(/C=N\n2cnnc2)o1 | x | u | -18% | u | u | -12% | -39% | 8% | -15%
CCCNC(=O)c1cn(CC)c2cc(N3CCN(C(=O)c4ccco4)CC3)c(F)cc2c1=O | 12%[0.501 µM] | 2% | -8% | -27% | 5% | 0% | u | -9% | -10%
O=C(Nc1ccc(F)c(F)c1)c1ccc(-n2cncn2)c([N+](=O)[O-])c1 | 10%[12.7 µM] | x | 4% | -13% | -7% | x | -7% | -5% | -10%
CC(=O)c1cc2c(cc1NC(=O)C1CC=CCC1C(=O)O)OCO2 (stereo not given) | 14%[59 µM] | 6% | -3% | 5% | 3% | -2% | 8% | -8% | -15%
CC1=C(C(=O)OCc2ccccc2)C(c2cccc([N+](=O)[O-])c2)NC(=O)N1 (stereo not given) | -11% | 4% | -5% | -2% | 21% | -11% | 1% | -19% | -1%
O=C(NCCN1CCOCC1)C(=O)NCC1OCCN1S(=O)(=O)c1ccc(F)cc1 (stereo not given) | 69%[activator] | 6% | 1% | -9% | 33%[activator] | -1% | 4% | -20% | -18%
CCOc1cccc(C(=O)Nc2c(C(=O)c3ccc(OC)cc3)oc3ccccc23)c1 | 26%[59 µM] | -6% | x | 21% | -11% | -3% | 18% | -6% | 0%
CC(C)CN(C(=O)Cn1nnc(-c2ccc(F)cc2)n1)C1CCS(=O)(=O)C1 (stereo not given) | 0%[12.7 µM] | x | 57%[activator] | -5% | 14% | x | 4% | -23% | 3%
CC(Nc1nc2ncn(Cc3ccccc3)c2c(=O)[nH]1)C(=O)O (stereo not given) | -6%[59 µM] | 44% | 0% | -9% | 21% | -8% | 2% | -7% | -1%
COc1ccc(C2Nc3ccccc3C(=O)N2Cc2ccco2)cc1CN1C(=O)c2ccccc2C1=O (stereo not given) | -10%[59 µM] | 1%&1% | 1%&0% | u | 32%&5%&28%[activator] | -4%&-6% | -28%&-17% | -21%&-8% | -6%
COc1cc(/C=N/Nc2nc(Nc3ccccc3)nc(-n3nc(C)cc3C)n2)cc(OC)c1OC | 29%[59 µM] | -3% | 18% | -23% | -14% | -3% | -7% | -25% | -34%
COc1cccc(N2CCN(S(=O)(=O)c3cccc4cccnc34)CC2)c1 | u | -19% | -8% | -35% | 23% | -5% | x | -7% | -5%
CCCCCCc1cc2cc(-c3nnc(-c4cc(OC)c(OC)c(OC)c4)o3)c(=O)oc2cc1O | u | 8% | 1% | 5% | 6% | -6% | 54%[activator] | u | -9%
Cc1cc(C)n(C(=O)CCCn2nc(C)c([N+](=O)[O-])c2C)n1 | -18% | -19% | 1% | -8% | 1% | -3% | -17% | -19% | -12%
COc1ccc(C(CCN2CCN(c3ccccc3)CC2)c2c(O)cc(OC)cc2OC)cc1 (stereo not given) | 3%[12.7 µM] | 4% | -8%&-1% | 16µM* | -28%&7% | -9%&-15% | 28µM* | -27% | -10%&11%
COc1cc(NC(=O)NCCn2nnc3cc(S(=O)(=O)N(C)C)ccc32)cc(OC)c1 | 24%[59 µM] | 2% | x | -3% | 35%[activator] | -6% | -13% | -19% | -5%[60.1 µM]
Cc1ccc(/C=N/NC(=O)c2nnn(-c3nonc3N)c2CSc2ccc(Cl)cc2)o1 | x | 33%[activator] | 10% | -13% | 2% | -4% | -7% | -9% | -1%
Cc1cc(Cl)ccc1OCC(O)CN1C(C)CCCC1C (stereo not given) | -25% | u | u | x | x | -3% | -16% | x | x
COc1ccc(-c2c(C)nc(N)nc2-c2ccc(OC)cc2O)cc1 | 0% | -2% | 38%[activator] | u | 55%[activator] | -10% | -28% | -11% | -4%
O=C(CCn1c(=O)c2cccn2c2cccnc21)N1CCN(c2ccccc2)CC1 | -2%[59 µM] | 12% | x | -4% | 4% | 2% | -31% | -12% | 3%
CC(C)c1ccc(OCC(=O)NCc2n[nH]c(=O)c3ccccc23)cc1 | -4%[0.501 µM] | x | 13% | -23% | 32%[activator] | x | -3% | -10% | -8%
COc1ccc(S(=O)(=O)N2CCN(C(=O)CNC(=O)c3ccc4c(c3)OCO4)CC2)cc1 | 6% | x | 6% | -10% | 10% | x | 9% | 0% | -3%
COCCn1c(SCC(=O)N2CCCC(C)C2)nnc1-c1ccco1 (stereo not given) | -9% | 29% | -1% | 0% | 4% | -3% | -8% | -19% | 1%
CN(Cc1ccccc1)C(=O)CN(C)S(=O)(=O)c1ccc(F)cc1 | 19%[2.33 µM] | 28% | 15% | 4% | 80%[activator] | -3% | 1% | -15% | -5%
Cc1ccccc1Nc1nc(N)nc(CSc2nnnn2C)n1 | 4% | 0% | 2% | u | -11% | -1% | 56µM* | -3% | 3%
CCOc1ccc(NC(=O)N2CCN(CC)CC2)cc1 | u | 1% | 1% | -1% | 113%[activator] | 0% | -4% | -2% | 4%
COC(=O)c1ccccc1NC(=S)N1CCN(C2CCCCC2)CC1 | u | -21% | 0% | -23% | 32%[activator] | 0% | x | -12% | 13%
CCC(C)(C)NC(=O)C(c1ccc(OC)cc1)N(CC1CCCO1)C(=O)CCC(=O)Nc1cc(C)on1 (stereo not given) | 17%[59 µM] | 13% | -2% | -6% | 13% | 4% | 9% | 3% | -5%
O=C(CCCc1ccncc1)c1ccccc1 | x | x | x | 0% | 27% | x | x | -13% | -1%
Cc1cc(Cl)ccc1OCC(=O)N1CCCN(C(=O)COc2ccc(Cl)cc2C)CC1 | u | 2% | 0% | -6% | u | -11% | -22% | -11% | -8%

A draw from above in order of length of the SMILES, low to high.
SMILES | G9a inh | Pol beta inh | APEX1 inh | JMJD2A Tudor | POLI inh | BLM inh | BAZ2B inh | Pol eta inh | Pol kappa inh
O=C(CCCc1ccncc1)c1ccccc1 | x | x | x | 0% | 27% | x | x | -13% | -1%
CN(Cc1ccccc1)C(=O)CN(C)S(=O)(=O)c1ccc(F)cc1 | 19%[2.33 µM] | 28% | 15% | 4% | 80%[activator] | -3% | 1% | -15% | -5%
CC(C)c1ccc(OCC(=O)NCc2n[nH]c(=O)c3ccccc23)cc1 | -4%[0.501 µM] | x | 13% | -23% | 32%[activator] | x | -3% | -10% | -8%
COc1cc(NC(=O)NCCn2nnc3cc(S(=O)(=O)N(C)C)ccc32)cc(OC)c1 | 24%[59 µM] | 2% | x | -3% | 35%[activator] | -6% | -13% | -19% | -5%[60.1 µM]

(list continues)
SMILES | G9a inh | Pol beta inh | APEX1 inh | JMJD2A Tudor | POLI inh | BLM inh | BAZ2B inh | Pol eta inh | Pol kappa inh
COCc1cc(C)nc(OCC(=O)N/N=C/c2ccccc2O)c1C#N | 47% | 18% | 2% | -15% | 69%[activator] | -1% | 79µM* | -23% | 5%
COc1cccc(CNC(=O)C2CCN(S(=O)(=O)c3ccc(-n4cnnn4)cc3)CC2)c1 | -8% | -2% | 61%[activator] | -19% | -5% | -1% | -3% | -15% | 1%
Cc1ccccc1CSCC(=O)N1CCN(c2ccccc2)CC1 | -9%[59 µM] | u | 0% | -6% | -4% | -2% | u | -9% | -5%
Cn1cnnc1SCc1ccccc1Br | -7% | 5% | -3% | -9% | -4% | -1% | -5% | -6% | -11%
CCCCc1cc2c(cc1NC(=O)CN1CCCCC1)OCCO2 | u | 22% | 0% | -22% | 5%[58.9 µM] | -2% | -10% | -4% | -13%
COC(=O)c1c(NC(=O)c2ccco2)sc2c1CCC2 | -12% | 10% | u | 0% | 12% | 1% | 2% | 3% | 6%
O=C(COc1ccccc1)NC(=S)Nc1ccc2c(c1)Cc1ccccc1-2 | 1%[59 µM] | 35% | 11% | -14% | 11% | 1% | 3% | -15% | -14%

Screening results from PubChem BioAssay.

These rows are one share of the data; rates above refer to the full screens.
